# Mtb BioA inh: inhibitors of Mycobacterium tuberculosis BioA enzyme; 360,000 compounds, 0.096% hits; purified M. tuberculosis BioA enzyme, plate reader; inhibition, % at 9.99 µM; in the data active means inhibition above about 40%; inconclusive means no clear call, values can overlap the other calls
# CCHF vOTU inh: CCHFV vOTU protease inhibition; Pep-AMC fluorescence; 370,000 compounds, 0.55% hits; inhibition, % at 11.5 µM; further: 0% = vehicle wells with enzyme and 100% = no enzyme wells
# PrPC TRFRET: reduces human prion protein on the cell surface. P04156. cell surface PrPC, TR-FRET read-out. inhibition, % at 13.8 µM. 370,000 compounds, 0.43% hits; in the data active means inhibition above about 24%; further: 0% = median of the test wells and 100% = reference compound wells
# BoNT F protease: blocks Botulinum neurotoxin F light chain protease. Multiplex microsphere protease cleavage assay, flow cytometry. inhibition, % at 10 µM. 360,000 compounds, 0.22% hits; in the data active means inhibition above about 35%, passing the limit was not always enough; inconclusive means no clear call, values can overlap the other calls; further: plate controls were buffer without enzyme for full effect and enzyme alone for no effect
# FadD28 FP inh: inhibitors of Mycobacterium tuberculosis FadD28 bisubstrate binding; FadD28 bisubstrate probe binding, fluorescence polarization; inhibition, % at 12.5 µM; 360,000 compounds, 0.22% hits; in the data active means inhibition above about 8.5%, passing the limit was not always enough; inconclusive means no clear call, values can overlap the other calls
# BoNT-A LC inh2: BoNT A light chain protease inhibition | multiplex microsphere protease substrate cleavage, flow cytometry | inhibition, % at 10 µM | 360,000 compounds, 0.17% hits | AID 588499; in the data active means inhibition above about 30%; inconclusive means no clear call, values can overlap the other calls; further: plate controls were buffer without enzyme for full effect and enzyme alone for no effect
# UGM FP inh: Mtb UDP-galactopyranose mutase inhibition | P9WIQ1 | purified UGM, fluorescence polarization probe displacement | inhibition, % at 10 µM | 320,000 compounds, 0.06% hits | AID 504406; in the data active means inhibition above about 10%, passing the limit was not always enough; inconclusive means no clear call, values can overlap the other calls
# Target sequence (P9WIQ1 whole entry, looked up): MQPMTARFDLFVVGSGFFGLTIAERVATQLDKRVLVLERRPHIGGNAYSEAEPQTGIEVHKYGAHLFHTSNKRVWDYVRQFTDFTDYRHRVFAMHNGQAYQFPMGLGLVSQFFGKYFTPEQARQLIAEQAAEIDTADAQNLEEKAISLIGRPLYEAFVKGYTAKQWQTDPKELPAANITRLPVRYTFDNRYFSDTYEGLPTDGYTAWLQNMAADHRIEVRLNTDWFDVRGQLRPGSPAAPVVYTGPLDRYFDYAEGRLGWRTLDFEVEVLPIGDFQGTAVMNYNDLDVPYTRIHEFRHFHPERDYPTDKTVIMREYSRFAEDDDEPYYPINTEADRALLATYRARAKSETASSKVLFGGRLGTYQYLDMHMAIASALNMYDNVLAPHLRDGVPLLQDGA
# GDH-TPI counter: counter-screen for M. tuberculosis FBA inhibitors: GDH-TPI coupled enzymes; GDH-TPI coupled enzyme counterscreen, NADH absorbance; inhibition, % at 4.8 µM; 360,000 compounds, 1.2% hits;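 further: 0% = DMSO wells and 100% = wells lacking the enzyme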
# FBA Mtb inh: Mtb fructose-bisphosphate aldolase inhibition; P9WQA3; purified M. tuberculosis FBA, fluorescence read-out; inhibition, % at 1 µM; 360,000 compounds, 2.3% hits; AID 588726; in the data active means inhibition above about 27%;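 further: 0% = vehicle and 100% = reference inhibitor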
# Target sequence (P9WQA3 whole entry, looked up): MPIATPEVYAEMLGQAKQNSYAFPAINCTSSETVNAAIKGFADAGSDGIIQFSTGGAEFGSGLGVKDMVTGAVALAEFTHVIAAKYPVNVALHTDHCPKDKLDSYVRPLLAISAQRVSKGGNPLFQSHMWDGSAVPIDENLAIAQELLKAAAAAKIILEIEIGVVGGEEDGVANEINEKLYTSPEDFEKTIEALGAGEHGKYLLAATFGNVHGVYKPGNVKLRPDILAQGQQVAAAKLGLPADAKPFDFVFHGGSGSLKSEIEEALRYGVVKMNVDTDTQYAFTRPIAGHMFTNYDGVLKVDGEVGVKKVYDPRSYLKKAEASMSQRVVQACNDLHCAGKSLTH
# An asterisk follows results filed as active; ? = inconclusive; . = not tested or not shown. Unless noted, no stated cut-off is given here; in the data, active means inhibition above about 30%; inactive means the rest.
SMILES,Mtb BioA inh,CCHF vOTU inh,PrPC TRFRET,BoNT F protease,FadD28 FP inh,BoNT-A LC inh2,UGM FP inh,GDH-TPI counter,FBA Mtb inh
CC1CC(C)CN(S(=O)(=O)c2ccc(NN)nc2)C1 (stereo not drawn),-0.9,-15,0,-5,-2.8,-1.5,0.5,9,3
C/C(=N\Nc1ccccc1C)c1cccnc1,1.4,2,-1,-2,.,1.2,0.7,3,-1
Cc1ccc(CNc2ccc(Cl)cc2[N+](=O)[O-])cc1,.,-2,-3,-3,-2.7,0.4,1.0,-3,-2
CCOc1cc(N2CCOCC2)c(OCC)cc1NC(=O)COC(=O)c1cc(C)cc(C)c1,.,0,-3,-7,-0.9,-0.8,1.1,5,-3
Cc1ccc(-c2nnc(N3CCN(C(=O)CN4CCOCC4)CC3)c3ccccc23)cc1,18,-2,0,0,-0.1,0.7,0.0,12,1
O=C(N/N=C/c1ccc(O)cc1)c1cc[n+](Cc2ccccc2)cc1,-2.2,3,-4,-10,-5.3,0.6,-0.9,12,-4
COc1ccc(-n2c(Cc3cc(=O)[nH]c(=O)[nH]3)nnc2SCC(=O)Nc2ccccc2)cc1,0.6,0,-7,0,0.0,-0.5,-2.6,7,5
Cc1oc(C(C)(C)C)cc1C(=O)N1CCN(c2ncccc2C(F)(F)F)CC1,.,17,1,?,-1.0,?,3.7,5,3
O=C(CCC(=O)c1ccc(Cl)s1)Nc1ncccc1O,-1.5,-7,-7,.,-1.5,.,-3.2,4,3
CSc1nc2ccc(NC(=O)c3cc4ccccc4o3)cc2s1,.,-2,-5,2,-0.4,-0.5,2.9,15,4
Cc1ccc(CN2CC(C(=O)NNC(=O)c3ccc(F)cc3)CC2=O)cc1 (stereo not drawn),.,7,6,-5,-0.7,-1.9,-0.1,4,-1
O=C1NCCc2c1[nH]c1ccccc21,.,-12,0,11,-3.7,0.6,1.4,-4,27*
COc1ccc(-c2[nH]ncc2CN2CCC(O)(c3ccc(Cl)cc3)CC2)cc1,1.3,-5,-11,?,-4.3,0.8,-4.5,-14,0
O=C(NCCCSc1ccccc1)c1cc(Cl)ccc1O,0.6,-26,3,4,-0.3,2.1,-0.1,9,36*
C(/CCc1ccccc1)=N\n1cnnc1,0.2,-7,-2,-19,-1.7,-1.3,2.4,3,2
Cc1c(C#N)c2ncn(CCCN(C)C)c(=O)c2n1-c1ccccc1,-1.2,10,0,2,-1.0,1.5,0.3,-2,0
COc1ccccc1OCCCn1cc(C(=O)C2CC2)c2ccccc21,.,-12,-1,-4,-1.2,-0.2,-0.2,6,-1
Nc1cc(=O)[nH]c2ncnn12,.,6,-4,-2,-1.8,0.0,.,9,5
NNC(=O)c1ccc(COc2ccc3ccccc3c2)cc1,.,27,11,-9,-5.5,1.1,2.1,3,-2
Cc1cc(SCc2ccccc2C)nc(=O)[nH]1,6.3,12,9,-3,-2.2,1.7,7.7,9,2
O=C(NCCO)c1nsnc1NCCCl,.,12,-7,1,2.9,-0.3,-1.7,3,-1
CCn1cc([N+](=O)[O-])c(C(=O)Nc2c(C)nn(Cc3c(F)c(F)c(F)c(F)c3F)c2C)n1,.,1,2,4,-0.5,3.6,1.3,-1,2
Cc1onc(-c2c(F)cccc2Cl)c1C(=O)Nc1cccc2nsnc12,0.1,3,-16,1,-3.9,1.3,-1.5,11,16
Cc1onc(-c2ccccc2)c1C(=O)NC1CC1,0.2,3,-1,.,-1.1,.,.,5,4
CC(C)(C)C(=O)NCCc1nc2ccccc2n1CC(=O)c1ccccc1,2.8,-4,-2,-4,-3.4,-0.1,2.7,-2,0
Cc1ccc(CCNC(=O)CNS(=O)(=O)c2ccc3nc(C)sc3c2)cc1,-0.2,13,-1,-4,0.0,1.5,0.1,7,-1
CCN1CCN(C(=O)CSc2nc3c(c(=O)n(C)c(=O)n3C)n2C)CC1,1.6,23,-12,-3,-3.4,-3.1,1.2,-2,0
CNc1ccccc1C(C)(C)c1cc(-c2ccco2)n[nH]1,-0.6,3,0,-27,-1.2,-1.2,-2.5,6,0
C=CCNC(=S)NNC(=O)C(CC(C)C)CC(C)O (stereo not drawn),2.0,4,3,?,-2.3,-10,-0.5,24,0
O=C(CSc1nnc(COc2ccc(Cl)cc2)o1)NC1CCCCC1,-1.6,3,8,-6,-4.1,-1.9,-0.6,-5,-1
CCCNC(=O)C[C@@H]1C[C@H]2c3cc(NC(=O)c4ccc5c(c4)OCO5)ccc3O[C@H]2[C@@H](CO)O1,0.0,0,0,-6,-0.8,-0.1,.,10,0
CCCCOc1ccc(C(=O)NCCCC(=O)N2CCCCC2)cc1,-0.3,-15,-1,-9,-1.3,-1.5,-2.8,7,1
COc1ccc(S(=O)(=O)Nc2nnc(C(C)C)s2)cc1,0.3,12,2,-12,0.2,0.4,2.5,0,0
O=C(/C(=N/N=C/c1ccc(O)c(O)c1O)c1ccccc1)c1ccccc1,-2.1,3,-1,-26,-3.3,-0.4,0.5,21,-13
CCCOC(=O)/C(=C\C=C\c1ccccc1)NC(=O)c1ccccc1,.,10,-8,-11,-2.1,0.8,-1.1,27,-3
CCN(CC)C(=O)c1cncc(C(=O)N(CC)CC)c1-c1ccccc1,-1.1,19,-4,1,-0.5,0.5,1.3,-10,3
O=C1CCCc2ccccc2N1Cc1ccccc1,.,3,-4,-1,-2.5,-0.5,-0.7,-6,1
COc1ccc(OC2(C)CCN(Cc3ccc(-c4ccccc4)o3)C2)cc1 (stereo not drawn),-0.1,-6,-4,-4,-4.1,-0.3,.,-2,-1
Cc1ccc(S(=O)(=O)Nc2ccc3c(c2)C(=O)c2ccccc2-3)cc1,-0.8,9,-7,-4,-1.2,0.3,.,.,0
CCn1cc(/C=N\NC(=O)c2ccc(Cl)cc2)cn1,.,11,4,0,-0.6,-0.7,1.1,4,2

# Retrieved one by one from the list above, 5 records:
SMILES,Mtb BioA inh,CCHF vOTU inh,PrPC TRFRET,BoNT F protease,FadD28 FP inh,BoNT-A LC inh2,UGM FP inh,GDH-TPI counter,FBA Mtb inh
CCN(CC)C(=O)c1cncc(C(=O)N(CC)CC)c1-c1ccccc1,-1.1,19,-4,1,-0.5,0.5,1.3,-10,3
COc1ccc(OC2(C)CCN(Cc3ccc(-c4ccccc4)o3)C2)cc1 (stereo not drawn),-0.1,-6,-4,-4,-4.1,-0.3,.,-2,-1
Cc1onc(-c2ccccc2)c1C(=O)NC1CC1,0.2,3,-1,.,-1.1,.,.,5,4
CCCCOc1ccc(C(=O)NCCCC(=O)N2CCCCC2)cc1,-0.3,-15,-1,-9,-1.3,-1.5,-2.8,7,1
O=C(NCCO)c1nsnc1NCCCl,.,12,-7,1,2.9,-0.3,-1.7,3,-1

# (continued)
SMILES,Mtb BioA inh,CCHF vOTU inh,PrPC TRFRET,BoNT F protease,FadD28 FP inh,BoNT-A LC inh2,UGM FP inh,GDH-TPI counter,FBA Mtb inh
O=C(NC1CCCc2ccccc21)C1CCN(S(=O)(=O)c2ccccc2F)CC1 (stereo not drawn),1.0,-14,-4,2,-3.7,-0.5,-1.4,-13,-3
O=C(CSc1ccc(Cl)cc1)N1CCC(c2nc3ccccc3s2)CC1,1.0,10,-7,2,1.1,-0.6,1.6,-5,11
COc1ccc(NC(=O)CCc2ccccc2)cc1S(=O)(=O)N1CCOCC1,-1.8,6,7,.,-1.7,.,-0.7,-1,-3
O=C1c2ccccc2S(=O)(=O)c2cc(-c3nn[nH]n3)ccc21,-0.6,1,-25,3,1.9,0.5,.,22,-1
Cc1ccc2c(c1)N(CC(=O)NCCCN1CCCCC1C)C(=O)c1cccnc1O2 (stereo not drawn),-1.1,-6,7,1,0.4,-2.0,0.8,10,3
CCOc1ccc(N2C(=O)CC(N3CCN(c4ccccc4F)CC3)C2=O)cc1 (stereo not drawn),-0.7,9,0,4,1.4,-0.1,-4.4,2,-6
CCN(CC)S(=O)(=O)c1cccc(-c2n[nH]c(=S)n2Cc2ccccc2)c1,.,12,13,-5,-3.8,-0.4,0.9,-3,-3
S=C(NCCc1ccccc1)NCC1CCCO1 (stereo not drawn),.,-12,3,-5,-3.8,0.0,2.9,-6,-1
CC(=O)c1cccc(NC(=S)NC(=O)c2ccccc2)c1,.,10,6,-10,-0.2,-0.9,1.9,-3,3
Cn1cccc1C(=O)OCC(=O)NCCCc1ccccc1,0.3,6,-3,-5,-3.4,-0.6,-3.0,12,-2
O=C(COC(=O)c1ccccc1)Nc1ncc([N+](=O)[O-])s1,4.0,1,-7,1,?,-0.4,2.0,8,-5
CCCn1nc(C(=O)NNC(=O)c2cccc(S(=O)(=O)NC(C)C)c2)c2ccccc2c1=O,-0.9,-7,10,-4,-1.6,-0.9,6.7,4,-1
COCCn1c(C)cc(C(=O)CSc2ncn[nH]2)c1C,.,17,0,0,-2.1,-0.3,-4.3,12,4
COc1c(C)cc(Br)cc1C(=O)Nc1ccc(C)cc1[N+](=O)[O-],-0.2,-25,5,-5,0.6,-0.9,-0.3,12,-2
N#Cc1ccsc1NC(=O)CSc1ncn[nH]1,-2.4,0,8,1,0.2,3.1,2.5,14,-2
O=C(Nc1ccccc1N1CCOCC1)C1=NN(c2ccccc2)C(=O)CC1,-0.8,-7,-1,1,-3.7,-2.4,.,14,-1
O=C(O)/C=C/C(=O)Nc1ccc(OC(F)(F)F)cc1Br,-0.5,-5,-1,.,-0.3,.,0.5,8,-1
CCc1ccc(CNC(=O)c2ccc(OC3CCN(C(C)=O)CC3)c(OC)c2)nc1,0.4,-3,2,0,0.5,0.9,0.2,0,2
COc1ccc(N(Cc2cc3cccc(C)c3[nH]c2=O)S(=O)(=O)c2ccc(Cl)cc2)cc1,-1.6,-7,6,4,-1.0,2.3,-1.1,0,1
CC1=C(C(=O)OC2CCCCC2)C(c2ccc(C)o2)C2=C(CCCC2=O)N1 (stereo not drawn),-0.3,18,4,3,-4.4,0.0,0.8,17,1
C[C@@H]1C=C(C(=O)NC2CC2)O[C@H](OCc2ccc(CO)cc2)C1,-0.4,-4,1,-2,-2.9,-0.4,-1.4,-2,-3
CCOc1ccc(-n2c(O)c(C=Nc3ccc(N4CCOCC4)cc3)c(=O)[nH]c2=O)cc1,.,10,3,-1,-1.1,0.1,4.6,32*,-1
CCOC(=O)CN(C(=O)CNC(=O)c1ccco1)C(C(=O)NC1CCCCC1)c1cccc(OC)c1 (stereo not drawn),-0.2,13,5,18,0.1,0.1,0.6,3,1
CC(C)Oc1ccccc1/C=N/NC(=O)C1CCCC1,-1.2,4,20,-2,-0.3,-2.9,-0.5,10,0
COc1ccc(NC(=O)CSc2nc3ccsc3c(=O)n2CCCCCC(=O)O)cc1,.,4,-12,-1,-0.9,-0.3,0.5,0,1
COc1cccc(CN2C(=O)CCC2(C)C(=O)NC2CCCCC2)c1 (stereo not drawn),-0.6,2,1,-7,-0.9,0.3,-0.9,0,3
CS(=O)(=O)Nc1ccc(Br)cc1,.,-4,-2,-4,.,-0.6,.,.,.
CC[C@]12c3[nH]c4ccc(Cl)cc4c3CCN1C(=O)[C@@H](CC(=O)NCCCOC)C[C@@H]2C(=O)N1CCN(C(=O)c2ccco2)CC1,1.0,-11,-5,-1,-1.2,0.3,.,-8,3
N#CCCn1nc(-c2ccc([N+](=O)[O-])cc2)cc1Nc1ccccc1NC(=O)C(F)(F)F,.,11,-25,3,-1.2,0.4,-1.9,21,1
CN(CC(=O)Nc1cccc(F)c1)C(=O)c1ccc(OCC2CCCO2)cc1 (stereo not drawn),0.3,11,1,1,-3.3,-0.3,-0.2,2,0
CCOc1cc(C(=O)OCC(=O)Nc2cccc(S(=O)(=O)NC3=NCCCCC3)c2)cc(OCC)c1OCC,0.4,16,-1,6,-0.7,2.0,2.3,5,0
O=C(CN(c1cccc(Cl)c1)S(=O)(=O)c1ccccc1)NN=C1CCCC1,-0.6,5,0,1,0.2,-0.2,-0.5,4,1
CCC(=O)N(Cc1cc(=O)[nH]c2ccccc12)C1CCCCC1,.,-3,6,19,-0.5,-1.1,-1.3,2,-5
CCN(CC)C(=O)[C@H]1C[C@H](CC(=O)NCC23CC4CC(CC(C4)C2)C3)C(=O)N2CCc3c([nH]c4ccc(Cl)cc34)[C@]12C,0.8,-4,0,-3,-2.6,-0.3,.,8,-2

# From PubChem BioAssay

# Random draw from the library; any-hit rate near 4.8%.
